Sm TGR block – inhibitors of Schistosoma mansoni thioredoxin glutathione reductase; purified TGR, DTNB reduction, TNB absorbance 405 nm; Potency, µM (series often up to 114 µM), for inactives: top-dose activity change, negative = inhibition, usual class: inhibitors; hit rate 3% among 360,000; note: potency is the fitted concentration of half-maximal effect; nearly all actives have a fitted effect of over 60% in size
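TGR 20 nM + NADPH 100 uM (dispensed conc.), cpd preinc 15 min RT; start with NADPH (500 uM addition) then DTNB (15 mM addition). Kinetic TNB absorbance, 405 nm filter. Four-parameter Hill fit across titration.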
AMA1 RON2 block – AMA1-RON2 (P. falciparum) interaction inhibition; Potency, µM (top dose mostly 58.2 µM), for the others: top-dose activity change, negative = inhibition, hits mostly inhibitors; hit rate 0.2% among 360,000; AlphaScreen AMA1-biotinylated RON2 peptide binding;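 note: potency is the fitted concentration of half-maximal effect; 0% = vehicle wells and -100% = peptide control; nearly all actives have a fitted effect of over 45% in size; some results filed as inactive show a strong effect at the top dose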
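AMA1 (3D7) with his tag at 25 nM final met compounds first, then biotinylated RON2 peptide at 25 nM; detection used donor plus acceptor beads, 10 µg/mL apiece, read by AlphaScreen after 30 min at room temperature.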
TbPYK inhibitor – T. brucei pyruvate kinase inhibition | Q57TT1 | TbPYK enzyme, Kinase-Glo Plus ATP luminescence, 45 min | Potency, µM (highest dose often 76.8 µM), without a hit: at the highest dose activity, negative = inhibition, most hits filed as inhibitors | hit rate 0.12% among 410,000; note: potency is the fitted concentration of half-maximal effect; nearly all actives have a fitted effect of over 50% in size
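ADP (130 uM final) triggers the TbPYK reaction after compound addition; incubation is 45 min at room temperature. Kinase-Glo Plus is then added and luminescence imaged. Normalized data are fitted to concentration-effect curves.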
HCMV antiviral – inhibitors of human cytomegalovirus | HFF cells, HCMV-luciferase reporter, 72 h; active compounds read low | activity change, negative = inhibition, % at 57.5 µM | hit rate 4.5% among 410,000; in the data active = activity change below about -60%; inconclusive = no clear call, values can overlap the other calls; inactive = above about -39%
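Cell-based, HFFs, 1000 cells/well, 16 h 37C; cpds in DMSO + HCMV-luc, MOI 1 PFU/cell; 72 h 37C; OneGlo luminescence after 5 min RT; norm. to buffer vs Salinomycin 10uM.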
AmpC inh detg – AmpC beta-lactamase inhibition with detergent present; AID 485294; AmpC hydrolysis of nitrocefin, absorbance 480 nm, 0.01% Triton; Potency, µM (top dose mostly 114 µM), inactives show at the top dose activity change, negative = inhibition, most hits filed as inhibitors; P00811; hit rate 0.041% among 370,000;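 note: potency is the fitted concentration of half-maximal effect; 0% = no-compound wells and -100% = no-enzyme wells; nearly all actives have a fitted effect of over 25% in size; some results filed as inactive show a strong effect at the top dose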
Target sequence (P00811 whole entry, looked up): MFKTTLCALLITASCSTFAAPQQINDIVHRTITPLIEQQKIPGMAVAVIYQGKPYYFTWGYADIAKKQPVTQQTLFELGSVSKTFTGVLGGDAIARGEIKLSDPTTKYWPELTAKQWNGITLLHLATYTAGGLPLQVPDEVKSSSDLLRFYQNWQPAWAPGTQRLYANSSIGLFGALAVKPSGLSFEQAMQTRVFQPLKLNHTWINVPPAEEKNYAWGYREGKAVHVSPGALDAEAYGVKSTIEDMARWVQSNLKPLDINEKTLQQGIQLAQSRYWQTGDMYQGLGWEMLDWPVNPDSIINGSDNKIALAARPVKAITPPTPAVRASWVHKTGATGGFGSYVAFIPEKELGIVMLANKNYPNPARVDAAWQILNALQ
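20 mM phosphate pH 7.0 + 0.01% (detergent screen) or 0.0001% Triton X-100; 5.3 nM AmpC reagent; cpd preinc 15 min RT; nitrocefin (800 uM stock) to start; A480 q20 s × 4 min; Activity was normalised to no-enzyme and no-compound control wells.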
AmpC no deterg – blocks E. coli AmpC beta-lactamase in detergent-free assay; Potency, µM (titrated, usually from 57.1 µM), without a hit: top-dose activity change, negative = inhibition, actives largely listed as inhibitors; AmpC nitrocefin hydrolysis, absorbance 480 nm, 0.0001% Triton; AID 485341; hit rate 0.52% among 330,000; P00811;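 note: potency is the fitted concentration of half-maximal effect; plate controls were no compound for no effect and no enzyme for full effect; nearly all actives have a fitted effect of over 20% in size; some results filed as inactive show a strong effect at the top dose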
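AmpC (5.3 nM in the dispensed reagent) in 20 mM phosphate pH 7.0 with 0.01% (detergent screen) or 0.0001% Triton X-100 was preincubated with compounds for 15 min at room temperature. Nitrocefin was then added from an 800 uM solution, and hydrolysis was followed at 480 nm.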
LmPK inh – blocks Leishmania mexicana pyruvate kinase activity. purified LmPK, Kinase-Glo ATP luminescence, 1 h. Q27686. hit rate 0.37% among 290,000. Potency, µM (series often up to 57.5 µM), inactives show top-dose activity change, negative = inhibition, usual class: inhibitors. AID 1721; note: potency is the fitted concentration of half-maximal effect
Target sequence (Q27686 whole entry, looked up): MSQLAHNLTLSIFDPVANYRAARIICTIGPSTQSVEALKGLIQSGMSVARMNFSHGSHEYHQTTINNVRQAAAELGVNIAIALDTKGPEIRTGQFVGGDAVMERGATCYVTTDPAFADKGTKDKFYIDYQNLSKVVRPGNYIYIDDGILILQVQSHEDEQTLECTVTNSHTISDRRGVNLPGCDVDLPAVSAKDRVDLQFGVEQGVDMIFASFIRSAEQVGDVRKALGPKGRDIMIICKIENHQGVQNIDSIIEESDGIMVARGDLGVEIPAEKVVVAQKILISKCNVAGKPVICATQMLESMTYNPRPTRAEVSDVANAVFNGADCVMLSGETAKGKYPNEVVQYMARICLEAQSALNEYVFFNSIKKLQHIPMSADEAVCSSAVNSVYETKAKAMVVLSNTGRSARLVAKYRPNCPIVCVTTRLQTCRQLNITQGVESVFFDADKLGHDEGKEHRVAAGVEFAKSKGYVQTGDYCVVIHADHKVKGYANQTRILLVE
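qHTS format; LmPK 0.1 nM; substrates PEP 0.5 mM and ADP 0.1 mM. One-hour room-temperature incubation, then coupled luciferase luminescence; 0.5 nM enzyme wells mark activation.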
Starred values were filed as active, the others as inactive; ? = inconclusive; · = not tested or not shown; [ ] = dose if it differs, or a comment. Unless noted, calls come from the whole dose curve; as a rule, active = well fitted curve in the direction sought with a large enough effect; inconclusive = small, poorly fitted or top-dose-only effect, or another doubt; inactive = no such curve, though single readings can be large; an effect the other way counts as inactive or inconclusive. Unless noted, % is set by controls: 0 for no effect and ±100 for the full control effect.

Every second line gives: Sm TGR block | AMA1 RON2 block | TbPYK inhibitor | HCMV antiviral | AmpC inh detg | AmpC no deterg | LmPK inh
#1 COc1ccc2c(c1)nc(N)n2Cc1ccccc1
 : 11% | -2% | -6% | -31 | 0% | 2% | 1%
#2 Cc1cccc(C(=O)NC(NC(=S)Nc2ccc(S(N)(=O)=O)cc2)C(Cl)(Cl)Cl)c1 (stereo not given)
 : -13% | 13% | -10% | 0 | 0% | -48% | 12%
#3 Fc1ccc(C2=NN(c3ccccc3)C(c3ccco3)C2)cc1 (stereo not given)
 : 0% | 145%[activator] | 1% | -27 | 9% | -16% | -3%
#4 CCn1c(NCc2cc(OC)c(OC)c(OC)c2)nc2ccccc21
 : 10% | -1% | -3% | -4 | 0% | -6% | 1%
#5 COC(=O)C1=C(C(=O)OC)[C@@H]2N(C)c3ccc(OC)cc3[C@@]23C[C@@H](C(=O)OC)N(S(=O)(=O)c2ccc([N+](=O)[O-])cc2)C3=N1
 : 2% | -29% | -4% | 13 | 8% | 119%[activator] | -5%[11.5 µM]
#6 Cc1cccc(CNC(=O)C2CCC(=O)N(CC3CCCCC3)C2)c1 (stereo not given)
 : · | -5% | 1% | ? | · | · | ·
#7 O=C(O)COCC(=O)Nc1ccc(Oc2ncnc3cc(Cl)ccc23)nc1
 : 6% | 1% | -3% | 22 | -9% | -19% | 1%
#8 CN(C)S(=O)(=O)N1CCN(c2ccccc2)CC1
 : -5% | 33%[activator] | 1% | 4 | -4% | -5% | 2%
#9 O=c1c2ccccc2c(/C=N/n2cnnc2)c(O)n1-c1ccccc1F
 : 28% | 4% | 0% | -36 | -14% | -47% | -2%
#10 COc1ccc(-c2nc(NC(=O)CCNC(=O)c3ccco3)sc2C)cc1
 : -2% | -5% | 0% | -21 | -9% | 23% | -1%
#11 CC(C)(C)OC(=O)NCCc1n[nH]c(=S)o1
 : 8% | 2% | -17% | 27 | -3% | -4% | -3%
#12 Cc1ccc(N(CC(=O)Nc2cccc(N(C)S(C)(=O)=O)c2)S(C)(=O)=O)cc1
 : -7% | -6% | -11% | 56 | -4% | -5% | 7%
#13 Cc1ccc(C(C(=O)NC(C)(C)C)N(C(=O)c2csnn2)C2CC2)cc1 (stereo not given)
 : -1% | 2% | 3% | 49 | -4% | -2% | 1%
#14 O=C(NCc1ccco1)c1ccc(Cn2c(=O)c3ccccc3n(Cc3ccc(Cl)cc3)c2=O)cc1
 : 5% | 1% | 1% | -14 | -2% | -34% | 10%
#15 Cc1ccc(C(=O)N2CCCCCC2)cc1Br
 : -2% | -3% | -1% | 1 | ? | -23% | 5%
#16 O=C(c1coc(=O)c(Br)c1)N1CCC(C(O)(c2ccccc2)c2ccccc2)CC1
 : 7% | 1% | 3% | 29 | 0% | -11% | -23%
#17 COc1cccc(C(=O)N/N=c2\oc3c(OC)cccc3cc2C(=O)NCc2ccccc2)c1
 : -11% | -1% | 1% | 16 | -12% | -33% | 8%
#18 COc1ccc2nc(NC(=O)c3nc(S(=O)(=O)Cc4ccccc4)ncc3Cl)sc2c1
 : 4% | · | -4% | -101* | 19% | · | ·
#19 C=CCN(C(=O)c1csnn1)C(C(=O)NCc1ccccc1)c1cccs1 (stereo not given)
 : 7% | -5% | -1% | -18 | -20% | -24% | 8%
#20 CSc1ccccc1NC(=O)CSCc1ccc(C)cc1
 : 11% | 30% | -1% | -38 | -6% | 0% | 3%
#21 COc1cccc(Nc2nc(N)c([N+](=O)[O-])c(NCc3ccco3)n2)c1
 : -4% | -27% | -2% | -13 | 18% | -25% | 4%
#22 Cc1c(Br)cnn1C(C)C(=O)N1CCN(c2ccc(F)cc2)CC1 (stereo not given)
 : -18% | -3% | 2% | 21 | -5% | 2% | ·
#23 O=C(O)C1CCC(CNS(=O)(=O)c2ccc(Cl)cc2)CC1 (stereo not given)
 : 5% | 4% | 11% | 36 | -3% | -8% | 8%
#24 Cc1nc(N2CCCC2)c2c(C(=O)N3CCN(c4cccc(C)c4C)CC3)c(C)oc2n1
 : 1% | · | -7% | 23 | 18% | · | ·
#25 COc1ccc(-c2nncnn2)cc1
 : -22% | -17% | -10% | · | ? | -13% | 1%
#26 O=C(Nc1ccccc1)N1CCCc2ccccc21
 : -5% | 1% | 6% | 8 | ? | -5% | 3%
#27 COC(=O)c1ccc(NC(=O)CSc2cn(CC(=O)N3CCCCCC3)c3ccccc23)cc1
 : 8% | · | 0% | 29 | 21% | · | ·
#28 CCOC(=O)C1CCCN(c2c(NCC3CCCO3)c(=O)c2=O)C1 (stereo not given)
 : 2% | 3% | -2% | 16 | -20% | -15% | 1%
#29 CCc1ccc(NC(=S)NC(=O)c2c(-c3ccccc3Cl)noc2C)cc1
 : -9% | 42%[activator] | 1% | -10 | 0% | -12% | 5%
#30 N#Cc1cccc(NC(=O)CCNS(=O)(=O)c2ccc3[nH]c(=O)oc3c2)c1
 : -17% | -3% | 6% | · | ? | -19% | -12%
#31 COc1ccc(-n2nnnc2SCC#CCO)cc1
 : 4% | -1% | 3% | -8 | -1% | -22% | -5%
#32 O=C(NCc1ccccc1Cl)c1ccc2c(O)c(S(=O)(=O)c3ccccc3)c(=O)[nH]c2c1
 : -2% | · | -6% | 6 | -1% | · | ·
#33 CCC(=O)NC(=S)Nc1ccc(Cl)cn1
 : 10% | 0% | -6% | ? | ? | -22% | -4%
#34 Cc1ccccc1-n1c(=O)cc(N2CCN(Cc3ccccc3)CC2)[nH]c1=O
 : ? | 0% | -2% | 18 | ? | 81%[activator] | 5%
#35 COc1ccc(-c2ccc3c(c2)S(=O)(=O)c2cccc(C(=O)NCCOc4ccccc4)c2C3=O)cc1OC
 : -30% | -7% | -1% | · | 0% | -18% | ·
#36 COc1nc(Oc2ccc(=O)[nH]n2)nc(N2CCOCC2)n1
 : -5% | -2% | -3% | 36 | ? | -13% | 2%
#37 Cc1ccc(S(=O)(=O)c2c(C)nn(C(C)(C)C)c2OC(=O)C2CCCC2)cc1
 : 17% | -3% | -15% | 58 | 1% | 28% | 7%
#38 CC1CC(C)CN(CCOc2ccc(Cl)cc2Cl)C1 (stereo not given)
 : -4% | -9% | 10% | -16 | -11% | 10% | -5%
#39 CN(C(=O)c1ccco1)c1nnc(-c2ccc(F)cc2)s1
 : -9% | -9% | -1% | 54 | -6% | -15% | 8%
#40 CCCCN(CCCC)CCNC(=O)Cn1nc(CC)n2c(cc3sc(C)cc32)c1=O
 : -4% | · | -12% | ? | -3% | · | ·

4 entries drawn at random from those above, as already listed:
Every second line gives: Sm TGR block | AMA1 RON2 block | TbPYK inhibitor | HCMV antiviral | AmpC inh detg | AmpC no deterg | LmPK inh
#38 CC1CC(C)CN(CCOc2ccc(Cl)cc2Cl)C1 (stereo not given)
 : -4% | -9% | 10% | -16 | -11% | 10% | -5%
#36 COc1nc(Oc2ccc(=O)[nH]n2)nc(N2CCOCC2)n1
 : -5% | -2% | -3% | 36 | ? | -13% | 2%
#23 O=C(O)C1CCC(CNS(=O)(=O)c2ccc(Cl)cc2)CC1 (stereo not given)
 : 5% | 4% | 11% | 36 | -3% | -8% | 8%
#40 CCCCN(CCCC)CCNC(=O)Cn1nc(CC)n2c(cc3sc(C)cc32)c1=O
 : -4% | · | -12% | ? | -3% | · | ·

Continued.
Every second line gives: Sm TGR block | AMA1 RON2 block | TbPYK inhibitor | HCMV antiviral | AmpC inh detg | AmpC no deterg | LmPK inh
#41 COc1ccc2ccccc2c1CNC(C)c1ccccc1 (stereo not given)
 : -17% | -17% | 26% | -11 | -14% | -16% | 8%
#42 Cc1ccc(/C=N/NC(=O)CNC(=O)c2ccc(C)c([N+](=O)[O-])c2)o1
 : -2% | 2% | -2% | 11 | ? | -26% | 1%
#43 CC(C)COc1ccc(C(=O)OCC(=O)N(C)CC(=O)Nc2ccc(F)cc2)cc1
 : 7% | -10% | -4% | -7 | -2% | -9% | ·
#44 CCO[C@H]1OC(C(=O)NCc2nc3ccccc3[nH]2)=C[C@@H](c2ccccc2)[C@@H]1CCCO
 : -14% | -3% | -1% | -4 | 4% | 81%[activator] | 1%
#45 Cc1ccc(Sc2ccc(CO)cc2[N+](=O)[O-])cc1
 : -5% | -2% | 10% | 43 | -5% | -22% | -1%
#46 Cc1cccc(S(=O)(=O)NC(=O)C2(C)CCN2C(=O)Cc2cc(F)ccc2F)c1 (stereo not given)
 : · | 40µM* | -10% | -7 | · | · | ·
#47 O=C1CSC(=S)N1CC1CCCO1 (stereo not given)
 : 1% | 9% | -6% | -24 | -16% | -21% | -4%
#48 CCCC(=O)N1c2ccccc2C(N(C(C)=O)c2ccccc2)CC1C (stereo not given)
 : 12% | 34%[activator] | 5% | 108 | -12% | 17% | 2%
#49 CCCCN(C)CCn1c(=S)[nH]c2ccc(N3CCOCC3)cc2c1=O
 : -1% | -1% | 0% | -23 | -9% | -21% | 1%
#50 COc1ccc(N=c2scc(-c3ccc(OC)cc3)n2CCO)cc1
 : -29% | ? | -3% | -74* | ? | 33% | 4%
#51 CN(Cc1cn(Cc2cccc(C(F)(F)F)c2)nn1)C1CN(Cc2cn(Cc3cccc(C(F)(F)F)c3)nn2)S(=O)(=O)C1 (stereo not given)
 : · | -7% | 3% | -31 | · | · | ·
#52 O=[N+]([O-])c1ccc2c(c1)nnn2-c1ccccc1
 : -4% | 0% | 1% | 16 | 0% | -11% | -2%
#53 O=c1[nH]c(=O)n(CCC2=CCCCC2)c(O)c1/C=N/Nc1cccc2ccccc12
 : 20µM* | 21% | 8% | 14 | 4% | 28µM* | -3%
#54 CC(C)(C)C1CCc2c(sc(NC(=O)c3cccc(Cl)c3)c2C(=O)NCc2ccco2)C1 (stereo not given)
 : -2% | · | -1% | -19 | -1% | · | ·
#55 Cn1cnc2c(=O)oc3ccc(S(=O)(=O)N4CCN(c5ccccc5)CC4)cc3c21
 : 21% | · | 0% | 16 | 12% | · | ·
#56 COc1cccc(-n2nnc3c(=O)n(CC(=O)N4CCC(C)CC4)cnc32)c1
 : -14% | 3% | 4% | -16 | 0% | -11% | -1%
#57 CCC1=NN(C(=O)C(=O)Nc2ccccc2OC)C(O)(C(F)(F)F)C1 (stereo not given)
 : 10% | 37%[activator] | -1% | -13 | -5% | -21% | -2%
#58 O=C(O)C1OC(Oc2cc3oc(-c4ccccc4)cc(=O)c3c(O)c2O)C(O)C(O)C1O (stereo not given)
 : -7% | 42%[activator] | ? | -25 | ? | 1% | -5%
#59 Cn1nc(-c2ccc(Cl)cc2)c2cc(C(=O)N3CCOCC3)sc21
 : 0% | -5% | 0% | 54 | -11% | 77%[activator] | 12%

Assay outcomes as filed in PubChem.
